Screens from PubChem.
H9c2 TAG inh – reduces triacylglycerol accumulation in H9c2 cells; actives 0.66% (n = 230,000); inhibition, % at 12.5 µM; AID 651582; Nile Red lipid (TAG) fluorescence; cells loaded with 200 µM oleic acid;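 active = pattern-corrected inhibition of lipid staining of at least 50% with the nuclear-stain viability signal not falling by more than 50%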;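 note: 0% = DMSO wells and 100% = triacsin C control wells; some results filed as inactive read as strong as hits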
H9c2 TAG inh DAPI viability – second read-out of H9c2 TAG inh, no call of its own (marks repeat the call); DAPI nuclei signal change (viability), lower = more cytotoxic, %;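 whole-well DAPI fluorescence read on a plate reader as a viability signal; minus 50 percent equals half of cells still viable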
Active calls of the source: *. A portion of the library; rates above refer to the full screens.

SMILES	H9c2 TAG inh	H9c2 TAG inh DAPI viability
Cc1cccc(OCCCn2c(=O)oc3ccc(C)cc32)c1	-12	12
COc1ccc(Cl)cc1-c1nc(SCC(=O)NCC2CCCO2)n[nH]1 (stereo not given)	4	-3
CC(NC(=O)COC(=O)c1cc(=O)c2ccccc2o1)c1ccccc1 (stereo not given)	3	-8
C=CCN(c1ccccc1)S(=O)(=O)c1cccc(C(=O)NNC(=O)c2ccccc2O)c1	0	-12
O=C(Cn1cnc2cc([N+](=O)[O-])ccc2c1=O)Nc1ccccc1-c1ccccc1	-5	8
COc1ccc(/C=N/NC(=O)c2c(C)nc3ccc(Br)cn23)cc1OC	14	-17
N/C(=N/O)c1nc(N2CCCCC2)nc(N2CCCCC2)n1	3	11
Cc1ccc(C)c(S(=O)(=O)NC2CCS(=O)(=O)C2)c1 (stereo not given)	0	-9
COc1ccc(S(=O)(=O)N2CCOCC2)cc1NC(=O)Cc1ccc2c(c1)OCCO2	7	3
CC1Cc2nc(SCC(=O)NCCc3ccccc3)n(C)c(=O)c2S1 (stereo not given)	0	4
O=CNc1ccc2c3c(cccc13)-c1ccccc1-2	-113	47
O=C(c1ccccn1)N(Cc1cc2ccccc2[nH]c1=O)C1CCCCC1	19	-4
O=C(NCC1CCCO1)c1onc(CSc2ccccc2)c1C(=O)O (stereo not given)	-18	9
O=C(NC1CCN(C(=O)Nc2ccccc2Cl)CC1)c1ccccc1	5	-17
CCOC(=O)N(C)c1c(CC)nc2c(OCc3ccc(S(C)(=O)=O)cc3)cccn12	10	-5
COC(=O)c1cc(NC(C)=O)ccc1N1CCOCC1	-6	-4
N#C/C(=N\Nc1ccccc1)C(N)=S	-1	-6
O=C(NC1(Cc2ccccc2)CCN(Cc2ccc(-c3ccccc3)cc2)C1=O)c1ccccc1 (stereo not given)	-5	-7
CC(=O)c1cc(-c2ccccc2)n(CC(=O)NC(C)(C)C)c1C	-2	6
CCOc1ccc(CCNC(=O)CCNC(=O)c2ccco2)cc1OCC	-3	-4
Cc1noc(C)c1CSCC(=O)N(C)CC(=O)Nc1ccc(Cl)c(Cl)c1	-9	5
CCN(CC)C(=O)CSc1ncnc2c1cnn2Cc1ccccc1	-44	3
CCC(C)c1ccc(NC(=O)C2CCN(c3ccc(C(F)(F)F)cn3)CC2)cc1 (stereo not given)	5	0
Cn1c(COc2ccc(F)cc2)nnc1SCC(=O)NC1CC1	2	-3
O=C(Nc1cccc(OC(F)(F)F)c1)c1cccc2c(-c3cccnc3)coc12	-4	-6
O=C(N/N=C/c1c[nH]c2ccc(Br)cc12)c1ccn(Cc2ccc(Cl)cc2)n1	14	-6
CCCCNC(=O)C1(C)CCCCN1Cc1ccc2ccccc2c1 (stereo not given)	-6	2
COc1ccc(C2=Nc3cc(C)ccc3OC2)cc1	2	-9
O=C(Nc1ccccc1)C1=C[C@H](c2ccccc2)C[C@H](OCc2ccc(CO)cc2)O1	-86	1
N#Cc1cccc(NC(=O)CNc2cccc(S(=O)(=O)N3CCCC3)c2)c1	-45	-8
CCOC(=O)c1ccc(NC(=O)CN2C(=O)CCC2=O)cc1	4	6
CCN(CC)S(=O)(=O)c1ccc(C(=O)Oc2ccc3c(c2)OCO3)cc1	-8	0
C/C(=N/NC(=O)Cc1c(C)[nH][nH]c1=O)c1ccc(O)cc1	-7	2
CCN(c1ccc(OC)cc1)S(=O)(=O)N1CCCC(C(=O)NCc2ccc(OC(C)C)cc2)C1 (stereo not given)	-42	-1
Cc1ccc(CNS(=O)(=O)c2ccc3c(c2)C(C)(C)C(=O)N3C)cc1	-34	7
CCCCN(C(C)=O)C1CC(=O)N(c2ccc(OCCC)cc2)C1=O (stereo not given)	-6	2
CC1CN(C(C)C)C(=S)NC1=O (stereo not given)	1	2
CCOC(=O)COc1ccc2ccccc2c1/C=C/[N+](=O)[O-]	2	11
O=C(COC(=O)/C=C/c1c(F)cccc1Cl)NCC1CCCO1 (stereo not given)	-7	19
COc1cccc(NC(=O)CNC(=O)c2ccc(OC)c(OC)c2)c1	11	-9
COc1ccc(C2=NS(=O)(=O)N(C)C(C(=O)N3CCOCC3)=C2)cc1OC	1	-3
O=C(Nc1cc(C(F)(F)F)ccc1N1CCOCC1)c1c(F)c(F)c(F)c(F)c1F	9	-11
O=C(O)c1ccccc1N=Nc1ccc(O)cc1	3	9
CC(C)CC(=O)NC(=S)Nc1ccc(N2CCN(C(=O)c3cccs3)CC2)cc1	-45	-12
CN(C)S(=O)(=O)c1ccc(Cl)c(NC(=O)C2CCN(S(=O)(=O)c3cccs3)CC2)c1	-9	2
CN(Cc1ccccc1)S(=O)(=O)c1ccc(N2CCCC2=O)cc1	-8	2
CCOC(=O)C1CCN(c2cc(C)nc3ccc(OC)cc23)CC1	-3	12
CCc1ccccc1NC(=O)CCC(=O)N1CCSc2ccccc21	7	1
Cc1ccc2nc3n(c2c1)CCCN3	6	-8
O=C1NC2C3CC(c4ccccc43)C12 (stereo not given)	-4	-4
c1ccc2[nH]c3cc4ncnc4cc3nc2c1	4	4
CCC1CN2CCc3cc(OC)c(OC)cc3C2CC1CC1c2cc(OC)c(OC)cc2CCN1C(=O)C(Cc1c[nH]c2ccccc12)NC(=O)OC(C)(C)C (stereo not given)	40	-5
O=S(=O)(c1cccs1)n1cnc2ccccc21	-5	9
COC(=O)CC1C(=O)NCCN1C(=O)CSc1nc2ccccc2c(=O)n1CC(C)C (stereo not given)	-15	5
O=C(NCc1ccccc1)C1=C[C@@H](C2CC2)C[C@@H](OCCCCO)O1	-8	-7
C=CS(=O)(=O)c1c2cc(OC)ccc2nc2ccc(OC)cc12	15	164
CCN1CCN(c2ccc(S(=O)(=O)N3CCOCC3)cc2NC(=O)c2ccccc2OC(F)F)CC1	4	1
CCN(CC)c1ccc(S(=O)(=O)N2CCOCC2)cc1NC(=O)COC(=O)c1cccnc1SC	6	-2
CCOC(=O)N1CCN(C(=O)c2oc3ccc(S(=O)(=O)N4CC(C)CC(C)C4)cc3c2C)CC1 (stereo not given)	27	-5
CN1CCc2c(sc(NC(=O)c3cc(Cl)sc3Cl)c2C(N)=O)C1	3	-3

Following part
SMILES	H9c2 TAG inh	H9c2 TAG inh DAPI viability
CNC(=O)CS(=O)(=O)CC(=O)Nc1cc(OC(C)C)c(Cl)cc1Cl	12	-16
COc1ccc(NC(=O)N/C=C/c2ccco2)cc1	-2	2
CS(=O)(=O)N(CC(=O)N1CCOCC1)Cc1ccc(Cl)cc1	-16	7
COc1ccc(-n2ncc3c(N(C)C4CCCCC4)ncnc32)cc1	1	6
CN1CCN(S(=O)(=O)c2cc(Cl)c(Cl)cc2Cl)CC1	-1	-3
COC(=O)CCC(=O)OC1(C)C(=O)C=C2C=C(C3CC3)N(c3ccccc3)C=C2C1=O (stereo not given)	-16	13
CC(c1ccccc1)c1nnc(N)s1 (stereo not given)	22	-5
COc1ccc(/C=C/C(=O)Oc2cc(C)[nH]c(=O)c2[N+](=O)[O-])cc1OC	7	-17
CC(=O)N(CCN(C(C)=O)c1ccccc1)c1ccccc1	22	-12
COCn1c(COc2ccc3ccccc3c2)nc2ccccc21	-16	3
Cc1cc(NC(=O)c2cccs2)cc(-c2nc3ncccc3o2)c1O	38	2
c1csc(-c2nc(-c3ccc(-c4ccon4)s3)no2)c1	5	-3
O=S(=O)(NCC1(N2CCOCC2)CCCCC1)c1ccc(F)cc1	6	-7
C=CCOc1c(Br)cc(CNn2c(C)n[nH]c2=S)cc1OCC	13	-6
N#Cc1cc(C(=O)c2ccccc2OCC(=O)Nc2ccccc2)cn(C2CCCCC2)c1=O	-6	87

Complete entries, looked up by structure.
`C=CCN(c1ccccc1)S(=O)(=O)c1cccc(C(=O)NNC(=O)c2ccccc2O)c1` is listed as H9c2 TAG inh = 0; H9c2 TAG inh DAPI viability = -12
`CN1CCN(S(=O)(=O)c2cc(Cl)c(Cl)cc2Cl)CC1` is listed as H9c2 TAG inh = -1; H9c2 TAG inh DAPI viability = -3

In another format: results already given
> COCn1c(COc2ccc3ccccc3c2)nc2ccccc21
  H9c2 TAG inh = -16 | H9c2 TAG inh DAPI viability = 3

> C=CCOc1c(Br)cc(CNn2c(C)n[nH]c2=S)cc1OCC
  H9c2 TAG inh = 13 | H9c2 TAG inh DAPI viability = -6

> CC(c1ccccc1)c1nnc(N)s1 (stereo not given)
  H9c2 TAG inh = 22 | H9c2 TAG inh DAPI viability = -5

> N#Cc1cc(C(=O)c2ccccc2OCC(=O)Nc2ccccc2)cn(C2CCCCC2)c1=O
  H9c2 TAG inh = -6 | H9c2 TAG inh DAPI viability = 87

The results go on:
SMILES	H9c2 TAG inh	H9c2 TAG inh DAPI viability
O=C(Nc1ccccn1)c1ccc2ccccc2n1	1	5
COc1cccc(C(=O)Nc2cccc(SC)c2)c1	13	-5
CCCCc1c(C)[nH]c(C(=O)OCC)c1C	5	12
Nc1ccccc1C(=O)NCCN1CCNC1=O	-13	3
Cc1ccc(NC2=C(Cl)C(=O)OC2OC(=O)c2ccccc2)c(C)c1 (stereo not given)	7	5
COc1ccc(C2(O)CCN(C(=O)Cc3cccnc3)CC2)cc1	4	1
COc1cc(/C=C2/SC(=S)N(CCC(=O)Nc3cccnc3)C2=O)cc(OC)c1OC	-7	13
NC(=O)c1ccsc1NC(=O)CSc1n[nH]c(N)n1	13	-2
CCOC(=O)C1=NOC(CNc2ncc(C(F)(F)F)cc2Cl)C1 (stereo not given)	7	14
CC(=O)c1cccc(NC(=O)N2CCCC2C(=O)Nc2ccc3c(c2)OCCO3)c1 (stereo not given)	10	-4
CCNC(=O)NC(=O)COC(=O)C1CSC2(C)CCC(=O)N12 (stereo not given)	-11	10
OCCN1CCN(c2ncnc3c2ncn3[C@H]2CN(Cc3ccc(-c4ccccc4)cc3)C[C@@H](CO)O2)CC1	-3	3
CCOC(=O)C1CCN(S(=O)(=O)c2cnc[nH]2)CC1	-4	2
CCCN(CCC)CCCNC(=O)C(NS(=O)(=O)c1ccc2c(c1)CCC(=O)N2)c1ccccc1 (stereo not given)	13	-7
Cc1cc(C)cc(NC(=O)N(C)Cc2ccccc2)c1	-8	-5

A different layout for part of the listing above:
Values run as follows: H9c2 TAG inh, H9c2 TAG inh DAPI viability
- CCC1CN2CCc3cc(OC)c(OC)cc3C2CC1CC1c2cc(OC)c(OC)cc2CCN1C(=O)C(Cc1c[nH]c2ccccc12)NC(=O)OC(C)(C)C (stereo not given)
  40, -5
- O=S(=O)(c1cccs1)n1cnc2ccccc21
  -5, 9
- COC(=O)CC1C(=O)NCCN1C(=O)CSc1nc2ccccc2c(=O)n1CC(C)C (stereo not given)
  -15, 5

The list continues:
SMILES	H9c2 TAG inh	H9c2 TAG inh DAPI viability
COc1cc(CNc2nc3ccccc3s2)cc(OC)c1OC	3	3
Cc1ccc(NS(=O)(=O)c2ccc(C(=O)N3CCOCC3)cc2)cc1	15	3
CCN(C(=O)COc1nc(C)cc(C)c1C#N)c1ccccc1	-14	11
CC(=O)c1cccc(NC(=O)C2CC(=O)N(CCc3ccccc3)C2)c1 (stereo not given)	10	4
C/C(=N\NC(=O)COc1cccc2ccccc12)c1cccs1	-11	12
CC1CN(C(=O)c2cc(S(=O)(=O)N3CCCC3)ccc2Cl)CC(C)O1 (stereo not given)	2	5
C[C@H](NC(=O)c1[nH]cnc1C(=O)Nc1ccc(CNC(=O)OC(C)(C)C)cc1)C(=O)OCc1ccccc1	-1	0
COc1cc(C(O)c2nc(-c3cncnc3)cs2)ccc1F (stereo not given)	-2	2
Cc1noc(C)c1NC(=O)Nc1ccc2c(c1)C(=O)N([C@H](C)CO)C[C@H](C)[C@@H](CN(C)S(C)(=O)=O)O2	-3	4
O=C(CCn1nnc2ccccc21)N1CCC(O)(c2cccc(F)c2)CC1	-18	4
Cc1ccc(S(=O)(=O)N2CCOCC2)cc1C(=O)Nc1ccccn1	14	-3
CCC1(C)Cc2c(sc3nc(NC)n(C)c(=O)c23)CO1 (stereo not given)	-22	1
O=C(/C=C/c1ccc(Cl)cc1)N(Cc1ccccc1)c1ccccn1	-29	-6
Cc1ccc(-c2csc3ncnc(NCCC(=O)O)c23)cc1	-12	3
CC1=C(C(=O)OCc2ccccc2)C(c2ccccc2OS(=O)(=O)c2ccc([N+](=O)[O-])cc2)NC(=O)N1CCCC(=O)O (stereo not given)	-2	-4

Three consecutive compounds from above:
SMILES	H9c2 TAG inh	H9c2 TAG inh DAPI viability
COc1cc(CNc2nc3ccccc3s2)cc(OC)c1OC	3	3
Cc1ccc(NS(=O)(=O)c2ccc(C(=O)N3CCOCC3)cc2)cc1	15	3
CCN(C(=O)COc1nc(C)cc(C)c1C#N)c1ccccc1	-14	11

Additional structures:
SMILES	H9c2 TAG inh	H9c2 TAG inh DAPI viability
O=C(/C=C1\NCC2c3ccccc3CCN2C1=O)c1ccccc1 (stereo not given)	11	8
Cn1c(=O)n(C)c2cc(CNc3ccc(N4CCOCC4)c(C(=O)O)c3)ccc21	1	5
NCC1C2CCC(O2)C1CO (stereo not given)	-2	1
N#Cc1ccc(/C=C(\C(=O)C(=O)O)c2ccc3ccccc3n2)cc1	-2	8
CSc1nc(N)c(C#N)c(-c2ccc(Cl)cc2)c1C#N	7	-14
CCOC(=O)C(C(=O)N(C)C)c1ncc(C(F)(F)F)cc1Cl (stereo not given)	0	-2
NC(=O)C1=C[C@H](c2csc3ccccc23)C[C@H](OCCCCO)O1	-42	1
CC(C)C[C@H](NC(=O)c1[nH]cnc1C(=O)N[C@@H](Cc1ccccc1)C(=O)OCc1ccccc1)C(=O)OCc1ccccc1	12	6
CCC(C)NC(=O)c1csc2c1CCCCC2 (stereo not given)	6	1
